Mtb FBA inh = Mtb fructose-bisphosphate aldolase inhibition; AID 588726; hit rate 2.3% among 360,000; purified M. tuberculosis FBA, fluorescence read-out; inhibition, % at 1 µM; P9WQA3; in the data active = inhibition above about 27%;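 also: 0% = vehicle and 100% = reference inhibitor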
Target sequence (P9WQA3 whole entry, looked up): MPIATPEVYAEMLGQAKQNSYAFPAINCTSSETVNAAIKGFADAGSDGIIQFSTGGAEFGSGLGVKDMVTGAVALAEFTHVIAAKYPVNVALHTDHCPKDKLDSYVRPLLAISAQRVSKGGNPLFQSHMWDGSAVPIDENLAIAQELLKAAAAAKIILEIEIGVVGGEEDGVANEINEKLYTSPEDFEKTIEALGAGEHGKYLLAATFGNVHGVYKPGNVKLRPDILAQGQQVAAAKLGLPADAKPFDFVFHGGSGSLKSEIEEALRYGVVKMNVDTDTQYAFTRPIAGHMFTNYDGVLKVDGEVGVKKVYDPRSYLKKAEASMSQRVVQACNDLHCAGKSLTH
Rv3671c inh = inhibits the M. tuberculosis serine protease Rv3671c; P9WHR9; inhibition, % at 5.96 µM; hit rate 0.048% among 320,000; AID 2606; in the data active = inhibition above about 38%;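 also: extracellular domain of Rv3671c used as enzyme; 0% = enzyme with DMSO and 100% = no enzyme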
Target sequence (P9WHR9 whole entry, looked up, the tested form may be a part): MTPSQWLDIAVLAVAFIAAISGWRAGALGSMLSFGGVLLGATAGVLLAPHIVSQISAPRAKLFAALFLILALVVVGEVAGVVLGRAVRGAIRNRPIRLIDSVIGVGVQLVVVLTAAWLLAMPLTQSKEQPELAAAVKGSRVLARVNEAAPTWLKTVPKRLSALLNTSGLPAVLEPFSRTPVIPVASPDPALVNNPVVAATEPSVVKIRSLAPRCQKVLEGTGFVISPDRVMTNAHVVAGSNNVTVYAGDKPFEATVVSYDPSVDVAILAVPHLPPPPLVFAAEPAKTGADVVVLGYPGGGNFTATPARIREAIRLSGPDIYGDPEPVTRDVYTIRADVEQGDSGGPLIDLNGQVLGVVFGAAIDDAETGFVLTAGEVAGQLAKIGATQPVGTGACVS
UGM FP inh = inhibitors of M. tuberculosis UDP-galactopyranose mutase; P9WIQ1; AID 504406; purified UGM, fluorescence polarization probe displacement; hit rate 0.06% among 320,000; inhibition, % at 10 µM; in the data active = inhibition above about 10%, passing the limit was not always enough; inconclusive = no clear call, values can overlap the other calls
MazEF act = activators of E. coli MazEF toxin-antitoxin RNase | FAM/BHQ RNA-DNA oligo cleavage fluorescence, 5 h | activation, % at 20 µM | hit rate 0.32% among 350,000 | AID 504720; in the data active = activation above about 50%
Target sequence (P0AE70 whole entry, looked up): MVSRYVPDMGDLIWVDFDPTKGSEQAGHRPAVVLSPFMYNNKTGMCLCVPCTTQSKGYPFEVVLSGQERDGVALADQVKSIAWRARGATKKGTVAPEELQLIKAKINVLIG
GDH-TPI inh = inhibits GDH-TPI coupling enzymes, artifact for Mtb FBA screen; AID 588335; GDH-TPI coupled enzyme counterscreen, NADH absorbance; hit rate 1.2% among 360,000; inhibition, % at 4.8 µM; in the data active = inhibition above about 30%;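 also: 0% = DMSO wells and 100% = wells lacking the enzyme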
FadD28 binding = M. tuberculosis FadD28 bisubstrate binding inhibition; FadD28 bisubstrate probe binding, fluorescence polarization; inhibition, % at 12.5 µM; hit rate 0.22% among 360,000; AID 588549; in the data active = inhibition above about 8.5%, passing the limit was not always enough; inconclusive = no clear call, values can overlap the other calls
PrPC TRFRET = cell surface PrPC inhibition, primary TR-FRET screen; AID 720596; inhibition, % at 13.8 µM; P04156; TR-FRET read-out; hit rate 0.43% among 370,000; in the data active = inhibition above about 24%; also: 0% = median of the test wells and 100% = reference compound wells
BoNT-F LC inh = BoNT F light chain protease inhibition; Multiplex microsphere protease cleavage assay, flow cytometry; inhibition, % at 10 µM; AID 588497; hit rate 0.22% among 360,000; in the data active = inhibition above about 35%, passing the limit was not always enough; inconclusive = no clear call, values can overlap the other calls; also: plate controls were buffer without enzyme for full effect and enzyme alone for no effect
Mtb BioA inh = inhibitors of Mycobacterium tuberculosis BioA enzyme. hit rate 0.096% among 360,000. inhibition, % at 9.99 µM. AID 602481. purified M. tuberculosis BioA enzyme, plate reader; in the data active = inhibition above about 40%; inconclusive = no clear call, values can overlap the other calls
* marks the source's active call; other numbers are inactive results; ? = inconclusive; . = not tested or not shown.

1	O=C(CSc1nc2ccccc2[nH]1)NC1CCCc2ccccc21 (stereo unspecified)
2	CS(=O)(=O)Nc1ccccc1-c1ccc2nccn2c1
3	CCOC(=O)/C(C#N)=C/C1=C(N2CCOCC2)CC(C)(C)OC1
4	O=C(COc1ccccc1)N1CCN(C(=O)Cc2ccccc2)CC1
5	CCCCCCCCCCCCN1C(=O)CSC1c1cccnc1 (stereo unspecified)
6	COc1ccc(CNC(=O)CCC(=O)N2CCN(C(C)=O)CC2)cc1
Compound	1	2	3	4	5	6
Mtb FBA inh	-1.2	1.3	3.8	3.3	0.5	1.6
Rv3671c inh	-3.6	.	-2.5	-7.0	6.7	9.8
UGM FP inh	-0.2	.	1.9	0.4	-0.5	-0.7
MazEF act	-10.5	.	1.5	0.5	-13.8	-2.6
GDH-TPI inh	3.0	3.5	8.8	-6.7	0.4	-1.5
FadD28 binding	?	-2.1	-1.4	-1.9	-2.8	-0.2
PrPC TRFRET	1.4	-2.8	7.8	0.9	-1.3	-8.9
BoNT-F LC inh	-3.4	-9.7	-1.2	-0.5	?	-14.4
Mtb BioA inh	.	-0.7	-0.6	1.5	-1.0	0.2

Single entries from above.
Value of O=C(COc1ccccc1)N1CCN(C(=O)Cc2ccccc2)CC1 under FadD28 binding: -1.9
Value of CCCCCCCCCCCCN1C(=O)CSC1c1cccnc1 (stereo unspecified) under Mtb FBA inh: 0.5

(more compounds)
7	COc1ccc(C(=O)NCC(=O)OCC(=O)Nc2cccc(S(=O)(=O)N3CCCC3)c2)cc1
8	CC1(C)OC(=O)C(C(c2ccccc2)C(C#N)C(N)=O)=C(O)O1 (stereo unspecified)
9	CCOC(=O)N1CCN(C(=O)Nc2ccc3nc(C)sc3c2)CC1
10	Cc1ccc(S(=O)(=O)Oc2ccc(/C=N/NC(=O)c3cccnc3)cc2)cc1
11	CCCCC(=O)Nc1nnc(S(=O)(=O)N(CC)c2ccc(OC)cc2)s1
12	Cc1c(CCO)sc[n+]1CC(=O)OCCC12CC3CC(CC(C3)C1)C2
Compound	7	8	9	10	11	12
Mtb FBA inh	-0.4	-0.9	-11.7	-3.2	0.7	-4.8
Rv3671c inh	7.7	1.1	7.6	-12.5	.	-12.2
UGM FP inh	-1.7	-1.7	-0.5	-0.6	-0.2	-1.7
MazEF act	-21.3	2.9	-13.0	-0.7	-10.2	4.5
GDH-TPI inh	3.8	-10.1	-4.2	1.3	-4.4	-4.6
FadD28 binding	-3.1	-2.2	-3.8	-15.7	-0.9	2.5
PrPC TRFRET	-2.4	1.3	2.9	5.4	-2.9	-5.3
BoNT-F LC inh	-6.9	8.7	?	-1.2	-3.3	-5.6
Mtb BioA inh	0.0	.	0.7	-0.6	3.7	.

Part of the list above, with values under each structure.
Results follow in this order: Mtb FBA inh, Rv3671c inh, UGM FP inh, MazEF act, GDH-TPI inh, FadD28 binding, PrPC TRFRET, BoNT-F LC inh, Mtb BioA inh
8: CC1(C)OC(=O)C(C(c2ccccc2)C(C#N)C(N)=O)=C(O)O1 (stereo unspecified)
 : -0.9, 1.1, -1.7, 2.9, -10.1, -2.2, 1.3, 8.7, .
9: CCOC(=O)N1CCN(C(=O)Nc2ccc3nc(C)sc3c2)CC1
 : -11.7, 7.6, -0.5, -13.0, -4.2, -3.8, 2.9, ?, 0.7
7: COc1ccc(C(=O)NCC(=O)OCC(=O)Nc2cccc(S(=O)(=O)N3CCCC3)c2)cc1
 : -0.4, 7.7, -1.7, -21.3, 3.8, -3.1, -2.4, -6.9, 0.0
10: Cc1ccc(S(=O)(=O)Oc2ccc(/C=N/NC(=O)c3cccnc3)cc2)cc1
 : -3.2, -12.5, -0.6, -0.7, 1.3, -15.7, 5.4, -1.2, -0.6

(cont.)
13	COc1ccccc1NC(=S)N(Cc1ccco1)Cc1cc2cc(C)c(C)cc2[nH]c1=O
14	CC(=O)N1CSCC1C(=O)O (stereo unspecified)
15	CC(=O)Nc1ccc(NC(=O)COC(=O)Cn2cnc3ccccc32)cc1
16	Cc1cc(C(=O)NC(C)c2ccccc2)c2cc(F)ccc2n1 (stereo unspecified)
17	Cc1nnsc1C(=O)NNc1c(Cl)cccc1Cl
18	CCOC(=O)CSc1nnc(Cc2ccccc2)n1CC1CCCO1 (stereo unspecified)
Compound	13	14	15	16	17	18
Mtb FBA inh	4.2	0.2	-0.9	1.3	1.4	-0.3
Rv3671c inh	-14.1	6.5	-3.0	-9.2	6.0	-14.1
UGM FP inh	-0.7	-0.8	-0.6	-0.3	-3.6	-0.1
MazEF act	1.8	-0.5	4.0	-2.2	4.0	8.0
GDH-TPI inh	14.1	-7.9	3.9	0.0	-1.5	7.1
FadD28 binding	-2.3	-0.1	-0.4	-2.9	0.4	-0.9
PrPC TRFRET	1.6	2.4	2.8	2.0	6.9	1.2
BoNT-F LC inh	-6.3	-3.6	-5.0	-0.9	.	-1.9
Mtb BioA inh	0.5	.	-0.2	.	0.9	-0.6

Full records, looked up by structure. Order of values: Mtb FBA inh | Rv3671c inh | UGM FP inh | MazEF act | GDH-TPI inh | FadD28 binding | PrPC TRFRET | BoNT-F LC inh | Mtb BioA inh
Cc1nnsc1C(=O)NNc1c(Cl)cccc1Cl is entered as 1.4 | 6.0 | -3.6 | 4.0 | -1.5 | 0.4 | 6.9 | . | 0.9
CC(=O)Nc1ccc(NC(=O)COC(=O)Cn2cnc3ccccc32)cc1 is entered as -0.9 | -3.0 | -0.6 | 4.0 | 3.9 | -0.4 | 2.8 | -5.0 | -0.2

Additional structures follow.
19	CC(Oc1ccc(Cl)cc1)C(=O)Nc1ccccc1C(=O)N1CCOCC1 (stereo unspecified)
20	CCC1CCCCN1CCCNC(=O)c1ccc2c(=O)n(CCOC)c(=O)[nH]c2c1 (stereo unspecified)
21	CCOC(=O)c1[nH]c(C)c(C(=O)Nc2ccc(F)cc2)c1C
22	O=C(CSc1nnnn1-c1ccccc1)Nc1ccc(N2CCOCC2)c(Cl)c1
23	COc1ccc(/C=C2\COc3ccccc3C2=O)cc1OC
24	CN1C(=O)[C@H]2[C@@H](/C=C/c3ccccc3)N3C(=O)CN(CCO)C(=O)[C@@]3(C)[C@H]2C1=O
Compound	19	20	21	22	23	24
Mtb FBA inh	-1.1	12.1	-2.1	-0.5	-3.8	1.0
Rv3671c inh	-1.2	-6.3	10.8	3.3	-1.5	5.0
UGM FP inh	-1.1	0.6	-1.7	1.2	1.4	-1.3
MazEF act	5.3	13.9	-9.8	13.7	-3.4	-0.1
GDH-TPI inh	-2.1	3.0	-7.9	-5.7	12.2	-2.2
FadD28 binding	-4.4	-2.3	-1.9	-4.3	-0.1	0.2
PrPC TRFRET	0.7	5.6	-6.9	-3.8	6.0	2.9
BoNT-F LC inh	12.8	-7.2	-2.7	-2.1	10.1	-3.6
Mtb BioA inh	0.0	-4.3	-2.5	-1.4	.	-4.4

25	CC(C)(C)c1ccc(/C=C/C(=O)Nc2nncs2)cc1
26	C=CCc1cccc(/C=N/NC(=O)CCCNc2ccc(C)cc2)c1O
27	CCCCOC(=O)C1=C(C)Nc2ncnn2C1c1ccc(OC)c(OC)c1 (stereo unspecified)
28	Cc1nn(-c2ccccc2)c2c1C(c1cccs1)C(C#N)=C(N)O2 (stereo unspecified)
29	Fc1cccc(CNCCc2c[nH]c3ccccc23)c1
30	O=C(NC(Cc1ccccc1)C(=O)O)/C(=C/c1ccccc1)NC(=O)c1ccco1 (stereo unspecified)
Compound	25	26	27	28	29	30
Mtb FBA inh	-0.5	-6.3	-1.6	7.2	-1.6	2.4
Rv3671c inh	3.8	18.3	-2.7	-1.8	-0.8	-3.3
UGM FP inh	0.8	-1.1	0.2	2.0	0.0	1.9
MazEF act	16.2	-7.6	-3.5	-1.4	2.4	-9.3
GDH-TPI inh	11.6	1.1	13.6	19.1	9.8	-1.1
FadD28 binding	-0.1	-3.5	-4.3	-1.6	0.1	-0.1
PrPC TRFRET	-3.3	-0.3	-2.0	.	-6.2	-2.0
BoNT-F LC inh	3.0	-15.2	-8.6	-5.6	?	1.0
Mtb BioA inh	-1.1	.	0.0	2.4	-0.7	1.1

31	CCCCC1CCC(C(=O)N(CCCC)c2c(N)n(CCCC)c(=O)[nH]c2=O)CC1 (stereo unspecified)
32	Cn1nnnc1SCCNS(=O)(=O)c1ccccc1
33	CC(Oc1ccccc1)c1ccn[nH]1 (stereo unspecified)
34	CCOc1ccccc1C(=O)N(Cc1ccc(C)o1)C1CCS(=O)(=O)C1 (stereo unspecified)
35	Cc1ccc(NC(=O)CN(C)C(=O)CCCN2C(=O)c3ccccc3C2=O)cc1
36	CCOC(=O)C1CCN(c2c(NCCCN3CCCCC3)c(=O)c2=O)CC1
Compound	31	32	33	34	35	36
Mtb FBA inh	0.1	-1.1	0.6	0.0	0.9	6.5
Rv3671c inh	-6.7	2.6	10.7	-7.4	-5.0	6.4
UGM FP inh	-0.2	3.4	-1.7	1.4	1.9	-2.2
MazEF act	2.2	3.8	-0.5	3.0	-5.6	6.7
GDH-TPI inh	-4.6	5.7	-0.6	1.7	0.9	-7.2
FadD28 binding	-1.6	-1.4	-0.2	-2.2	0.6	-3.0
PrPC TRFRET	-5.7	2.6	-2.2	-3.7	5.6	-1.4
BoNT-F LC inh	3.2	?	1.8	-1.8	3.5	2.5
Mtb BioA inh	0.7	-1.1	1.2	-0.7	1.1	-1.4

37	C[C@H]1CC[C@]2(O[C@H](CCO)C[C@H](O)[C@H]2O)O1
38	CCOP(=O)(OCC)C(NC(=O)C(Cl)Cl)C(Cl)(Cl)Cl (stereo unspecified)
39	CSc1ccc(CN2CCC2(C)C(=O)Nc2cccc(Oc3ccccc3)c2)cc1 (stereo unspecified)
40	CCOC(=O)Nc1ccc(S(=O)(=O)N2CCC(c3nc4ccccc4[nH]3)CC2)cc1
41	CCCC1S/C(=N/N=C/c2ccc(OC)cc2)N(Cc2ccc(OC)cc2)C1=O (stereo unspecified)
42	C=CCN1CC2(c3ccccc3)CN(CC=C)CC(c3ccccc3)(C1)C2=O
Compound	37	38	39	40	41	42
Mtb FBA inh	0.6	3.0	1.6	-1.3	3.5	7.2
Rv3671c inh	-12.9	1.1	.	.	-15.3	-0.7
UGM FP inh	-0.2	-3.7	.	.	0.5	-1.0
MazEF act	8.3	-2.1	.	-0.7	-2.9	4.4
GDH-TPI inh	7.9	-6.6	-1.3	-1.8	8.7	-1.6
FadD28 binding	-0.5	-2.9	-1.4	-3.7	-3.6	-2.0
PrPC TRFRET	-0.3	1.0	5.7	-5.9	-3.0	-8.3
BoNT-F LC inh	-3.0	-6.1	-5.0	4.6	-7.4	1.0
Mtb BioA inh	11.0	.	-0.6	0.1	-2.6	.

43	CCOC(=O)c1csc(NC(=O)c2cc3ccccc3o2)n1
44	Cc1cn(CC(=O)NCC2CCCO2)c(=O)[nH]c1=O (stereo unspecified)
45	O=C(Cn1c(=O)[nH]c2ccccc2c1=O)Nc1ccc2c(c1)OCCO2
46	Cc1ccc(C(=O)NC(=O)OCCn2c(C)cnc2[N+](=O)[O-])cc1
47	Cc1ccccc1NC(=O)c1ccc2c(c1)N(C)CCS2
48	CS(=O)(=O)NCc1ccc(C(=O)O)cc1
49	COc1ccc(OC)c(NC(=S)N2CCN(c3ccccn3)CC2)c1
50	Cc1cc(NC(=O)CCC(=O)N(CC(=O)NC2CCCC2)c2ccc(C(C)C)cc2)no1
51	Fc1ccc(Nc2nc3ccccc3s2)cc1
Compound	43	44	45	46	47	48	49	50	51
Mtb FBA inh	-0.8	2.8	1.9	-2.1	3.9	2.9	-1.3	0.3	-1.8
Rv3671c inh	-37.4	.	-7.2	-0.3	-1.6	-0.1	-4.2	0.8	-5.2
UGM FP inh	-0.9	.	-1.7	1.4	-0.2	0.6	0.2	-0.9	1.6
MazEF act	-4.4	-5.2	-22.1	-9.1	-4.2	8.5	-0.1	1.0	8.5
GDH-TPI inh	42.9*	6.2	9.6	16.8	19.9	-6.7	8.8	-9.8	-6.0
FadD28 binding	-0.4	-0.3	1.0	-1.2	0.7	-1.9	0.2	-5.3	-2.3
PrPC TRFRET	7.7	6.0	7.3	-6.1	4.9	11.5	1.2	-0.5	9.6
BoNT-F LC inh	-0.1	3.9	2.7	-2.6	1.7	-0.2	10.2	1.8	-0.9
Mtb BioA inh	-2.3	-1.6	-0.3	.	-0.5	.	0.8	-0.9	-1.8

Screening data deposited in PubChem by several laboratories.
